Screens from PubChem BioAssay.
KCNK9 block: KCNK9 potassium channel inhibitors, primary screen, HEK293 cells, thallium flux | FluxOR thallium flux fluorescence; stronger effect = lower value | 1.2% of 310,000 active | AID 488922, 2010 | B-score at 10 µM | Potassium channel subfamily K member 9 (Homo sapiens), Q9NPC2;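 active = ratio B-score over 3 SD below the library mean, with starting fluorescence within 5 SD of its mean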;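 note: negative B-score means less thallium flux so channel inhibition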
MrgX1 agonist: agonists of human MrgX1 receptor, primary screen, HEK293 cells, Fluo-4 calcium flux; Mas-related G-protein coupled receptor member X1 (Homo sapiens), Q96LB2; Fluo-4 calcium fluorescence, agonist mode; stronger effect = higher value; B-score at 10 µM; 0.44% of 310,000 active;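 active = calcium response B-score plate-corrected fluorescence ratio at least 3 library SD, with starting fluorescence B-score inside 5 SD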
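Assay system: stable human MrgX1 HEK293 cell line. Quantity: 15,000 cells per well. Schedule: cells plated overnight, dye loaded 0.5 h 37 °C, 0.5 h room temperature. Detection: Fluo-4 NW calcium-flux fluorescence, kinetic read. Read-out basis: peak-minus-minimum fluorescence over baseline, converted to B scores. Control set: positive and negative control wells on each plate.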
KCNQ1 inh: inhibitors of human KCNQ1 channel, primary screen, cell-based, thallium flux, high-throughput; Potassium voltage-gated channel subfamily KQT member 1 (Homo sapiens), P51787; CHO-K1 KCNQ1, FluxOR thallium flux fluorescence; stronger effect = higher value; B-score at 10 µM; 1.3% of 310,000 active; AID 2642, 2010;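 active = compounds whose thallium flux B-score, printed positive for inhibition, exceeds three library SD while starting fluorescence stays within three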;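 note: channel opened by potassium depolarization with thallium stimulus after 20 min compound exposure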
Target sequence (P51787 whole entry, looked up): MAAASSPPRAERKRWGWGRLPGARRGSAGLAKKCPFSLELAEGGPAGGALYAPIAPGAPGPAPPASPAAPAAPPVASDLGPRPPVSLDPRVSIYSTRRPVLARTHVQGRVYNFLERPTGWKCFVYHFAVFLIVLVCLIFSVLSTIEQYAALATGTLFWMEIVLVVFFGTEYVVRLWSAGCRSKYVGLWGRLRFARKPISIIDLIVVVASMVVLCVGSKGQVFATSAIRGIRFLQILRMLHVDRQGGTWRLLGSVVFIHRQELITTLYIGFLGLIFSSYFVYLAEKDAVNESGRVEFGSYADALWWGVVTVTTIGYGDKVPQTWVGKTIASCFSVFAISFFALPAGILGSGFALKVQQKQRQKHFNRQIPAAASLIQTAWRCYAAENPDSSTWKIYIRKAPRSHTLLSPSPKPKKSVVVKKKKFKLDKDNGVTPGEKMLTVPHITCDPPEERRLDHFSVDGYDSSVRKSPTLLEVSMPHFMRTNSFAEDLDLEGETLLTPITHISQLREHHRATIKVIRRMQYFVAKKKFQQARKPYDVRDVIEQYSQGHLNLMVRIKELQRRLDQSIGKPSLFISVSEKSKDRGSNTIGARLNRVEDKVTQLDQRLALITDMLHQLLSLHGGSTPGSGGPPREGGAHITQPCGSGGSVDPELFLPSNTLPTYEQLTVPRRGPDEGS
hERG protect: hERG rescue from dofetilide block, primary screen, cell-based, CHO-hERG, FluxOR thallium flux, dofetilide IC70. dofetilide IC70 present. activation (rescue from dofetilide block), less the hit threshold, % at 10 µM. 0.51% of 310,000 active. AID 1511, 2009;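 active = activation above the mean of controls blocked by dofetilide plus 5 SD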;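 note: thallium influx through hERG after potassium depolarization seen as dye fluorescence rise; in these data hits start at about 4.7%; inactives centre near -7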
MrgX1 PAM: positive allosteric modulators of MrgX1, primary screen, HEK293 cells, Fluo-4 calcium flux; Mas-related G-protein coupled receptor member X1 (Homo sapiens), Q96LB2; FDSS; stronger effect = higher value; B-score at 10 µM; 0.63% of 310,000 active; AID 588675, 2011;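 active = plate-corrected calcium response at least 3 library SD above typical, normal starting fluorescence, not activating the receptor alone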;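 note: compound read alongside a low EC10 to EC30 dose of BAM8-22 agonist; peak minus trough fluorescence over baseline measured at the second addition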
KCNQ1 pot: potentiators or activators of KCNQ1 channel, primary screen, cell-based, thallium flux, high-throughput. Potassium voltage-gated channel subfamily KQT member 1 (Homo sapiens), P51787. CHO-K1 KCNQ1, thallium flux FluxOR fluorescence; stronger effect = higher value. B-score at 10 µM. 0.35% of 310,000 active. AID 2648, 2010;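 active = fluorescence ratio B-score, a plate-corrected score, at least three library SD, with initial intensity B-score within 5 SD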
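Assay system: stable KCNQ1 CHO-K1 line; medium: assay buffer, equal DMSO in all wells; timing: 90 min dye loading and 20 min compound exposure, both at room temperature; technique: kinetic FluxOR thallium fluorescence, 10-s 1-Hz baseline, 110-s post-stimulus read; read-out basis: B score of baseline-normalized fluorescence ratio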
RGS4 act: RGS4 potentiators or activators, primary screen, cell-based, HEK293 M3R inducible RGS4, calcium flux. B-score at 10 µM. carbachol calcium flux Fluo4; stronger effect = lower value. AID 463111, 2010. 0.92% of 310,000 active;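 active = B-score of the integrated calcium signal more than 4 SD below the library mean, with starting fluorescence not abnormally high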;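 note: negative B-score means reduced calcium response which marks RGS4 activation or potentiation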
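Detection: kinetic calcium fluorescence imaging with Fluo4-AM dye, 2 µM / Material: HEK293 cells with stable M3R and inducible RGS4 / Schedule: recording 10 s baseline at 1 Hz, 100 s post-agonist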
ANO1 block: TMEM16A chloride channel inhibitors, primary screen, cell-based, HTS. Anoctamin-1 (Mus musculus), Q8BHY3. HEK293 TMEM16A/YFP iodide influx fluorescence, ionomycin. normalized B-score (activity score, 25-100; higher = stronger inhibition) at 10 µM. 1.2% of 310,000 active. AID 588511, 2011;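 active = ratio plate-corrected score three or more library SD toward inhibition, starting fluorescence score within five deviations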;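 note: score derived from kinetic fluorescence span divided by baseline fluorescence per well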
ANO1 activ: TMEM16A chloride channel activators or potentiators, primary screen, cell-based, HTS; Anoctamin-1 (Mus musculus), Q8BHY3; 0.3% of 340,000 active; B-score at 10 µM; HEK293 TMEM16A/YFP-H148Q/I152L, iodide quench fluorescence; stronger effect = lower value;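 active = fluorescence-ratio B-score plate-corrected deviation score at least 3 library SD below zero, with starting fluorescence score within 5 deviations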;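 note: channel opened by trigger with iodide after compound preincubation; score built on the fluorescence ratio of max minus min over baseline; more negative score means more quench and so TMEM16A activation or potentiation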
KCNK3 inh: human KCNK3 channel inhibitors, primary screen, CHO cells, FluxOR thallium flux, B-score. AID 602410, 2012. 0.84% of 340,000 active. FluxOR fluorescence; stronger effect = lower value. B-score at 10 µM;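 active = B-score under library mean minus 4 SD, starting fluorescence ratio at most library mean plus 5 SD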;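 note: more negative B-score means stronger inhibition of thallium flux through KCNK3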
Target sequence (O14649 whole entry, looked up): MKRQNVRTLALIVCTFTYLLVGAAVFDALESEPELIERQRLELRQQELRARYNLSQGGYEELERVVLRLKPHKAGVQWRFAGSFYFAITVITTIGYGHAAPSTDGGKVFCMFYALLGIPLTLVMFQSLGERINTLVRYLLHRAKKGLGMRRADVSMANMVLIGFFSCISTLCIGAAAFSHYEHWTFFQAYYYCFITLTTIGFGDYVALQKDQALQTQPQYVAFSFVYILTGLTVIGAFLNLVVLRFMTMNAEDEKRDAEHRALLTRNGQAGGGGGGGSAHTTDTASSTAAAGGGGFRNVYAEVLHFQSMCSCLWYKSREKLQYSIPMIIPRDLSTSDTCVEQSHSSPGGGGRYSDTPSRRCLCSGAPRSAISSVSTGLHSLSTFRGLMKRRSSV
RGS4 inh: RGS4 inhibitors, primary screen, cell-based, HEK293 M3R inducible RGS4, calcium flux. 0.45% of 310,000 active. Fluo-4 calcium flux; stronger effect = higher value; triggered by carbachol at its EC20. B-score at 10 µM. AID 463165, 2010;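 active = B-score, a plate-corrected calcium signal, over three deviations above library mean, with baseline fluorescence within five deviations of library mean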;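 note: RGS4 expression induced by doxycycline in cells with stable M3 receptor; B-score is computed from the integrated fluorescence ratio over baseline after carbachol; higher B-score means a larger calcium signal and so more RGS4 inhibition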
Numbers without * were called inactive; i = inactive; · = no result given.

SMILES | KCNK9 block | MrgX1 agonist | KCNQ1 inh | hERG protect | MrgX1 PAM | KCNQ1 pot | RGS4 act | ANO1 block | ANO1 activ | KCNK3 inh | RGS4 inh
CN(C)c1ccc(C2C3CCCc4ccccc4C3=NN2C)cc1 (configuration not stated) | i | i | i | -10 | i | i | i | i | i | i | i
O=C(CSc1ncn(-c2ccccc2)n1)NCc1ccccc1 | i | i | i | -16 | i | i | i | i | i | i | i
CCOC(=O)C(NC(=O)CC)C(O)c1cccc([N+](=O)[O-])c1 (configuration not stated) | i | i | i | -5 | i | i | i | i | i | i | i
CCCNc1ccc(S(=O)(=O)N(CC)CC)cn1 | i | i | i | -9 | i | i | i | i | i | i | i
Cc1ccccc1N1CCN(S(=O)(=O)CC23CCC(CC2=O)C3(C)C)CC1 (configuration not stated) | i | i | i | -1 | i | i | i | i | i | i | i
CC(OC(=O)CCC(=O)c1cccs1)C(=O)Nc1ccccc1[N+](=O)[O-] (configuration not stated) | i | i | i | -9 | i | i | i | i | i | i | i
O=C(CN1CCCCC1)NC(=O)NCc1ccccc1 | i | i | i | -13 | i | i | i | i | i | i | i
N/C(=N\OC(=O)c1ccc(Cl)cc1Cl)c1ccccc1 | i | i | i | -14 | i | i | i | i | i | i | i
COc1ccc(OC)c(C(=O)NC(CC(N)=O)c2ccc(NC(C)C)c([N+](=O)[O-])c2)c1 (configuration not stated) | i | i | i | -1 | i | i | i | i | i | i | i
Cc1ccc(NC(=O)C(C)Sc2nc(=O)cc(N)n2-c2ccccc2)cc1 (configuration not stated) | i | i | i | -5 | i | i | i | i | i | i | i
CC(C)(CNC(=O)c1ccc(-c2cccc(C(F)(F)F)c2)o1)N1CCOCC1 | i | i | i | -14 | i | i | i | i | i | i | i
COc1ccccc1NC(=O)CSc1nccn1Cc1ccccc1 | i | i | i | -8 | i | i | i | i | i | i | i
Cc1ccc(/C=N/N2CCN(Cc3ccccc3)CC2)cc1 | i | i | i | -5 | i | i | i | i | i | i | i
O=C(NC1CC1)c1ccc(CS(=O)c2ccc(Br)cc2)o1 (configuration not stated) | i | i | i | -7 | i | i | i | i | i | i | i
O=C(C1=C[C@H](c2csc3ccccc23)C[C@H](OCc2ccc(CO)cc2)O1)N1CCN(Cc2ccc3c(c2)OCO3)CC1 | i | i | i | -14 | i | i | i | i | i | i | i
CC(=O)c1c(C)[nH]c(C(=O)Nc2ccc(Cl)c(S(=O)(=O)N(C)C)c2)c1C | i | i | i | -35 | i | i | i | i | i | -11* | i
O=C(Nc1nc2n(n1)C(c1ccccc1)C=C(c1ccccc1)N2)c1ccco1 (configuration not stated) | i | i | i | -11 | i | i | i | i | i | i | i
O=C(CN1C(=O)C2CC=C(Cl)CC2C1=O)Nc1ccc(C(=O)O)cc1 (configuration not stated) | i | i | i | -15 | i | i | i | i | i | i | i
CCOC(=O)c1nnn(-c2nonc2-n2cccc2)c1CN1CCC(C(=O)OCC)CC1 | i | i | i | -4 | i | i | i | i | i | i | i
O=C(N/N=C/c1ccoc1)c1cccc([N+](=O)[O-])c1 | i | i | i | -10 | i | i | i | i | i | i | i
CCOc1cc(C(=S)N2CCCC2)ccc1OC | i | i | i | -5 | i | i | i | i | i | i | i
Cc1ccc(C#N)c(SCc2cc3c(cc2Cl)OCO3)n1 | i | i | i | -8 | i | i | i | i | i | i | i
CC(=O)C(=Cc1cc(C)n(-c2ccccc2)c1C)C(C)=O | i | i | i | -11 | i | i | i | i | i | i | i
O=C1Cc2cc(S(=O)(=O)N3CCCCC3)ccc2N1 | i | i | i | -7 | i | i | i | i | i | i | i
CCCNC(=O)C1(CC2CC(c3ccccc3)=NO2)CCN(C(=O)Cc2ccc(F)cc2)CC1 (configuration not stated) | i | i | i | -6 | i | i | i | i | i | i | i
CC(=O)c1ccc(N2CCN(C(=O)c3ccc(Br)cc3)CC2)c(F)c1 | i | i | i | -12 | i | i | i | i | i | i | i
OC(C#CCN1CCCC1)c1ccccc1 (configuration not stated) | i | i | i | -3 | i | i | i | i | i | i | i
O=C(O)c1ccc2c(=O)n3c(nc2c1)/C(=C/c1ccc(Cl)cc1Cl)CC3 | i | i | i | -11 | i | i | i | i | i | i | 19*
Cc1ccc(C(=O)Nc2cccnc2)cc1Cl | i | i | i | -9 | i | i | i | i | i | i | i
COC(=O)c1sc2ccccc2c1NC(=O)c1ccc(S(=O)(=O)N2CC(C)CC(C)C2)cc1 (configuration not stated) | i | i | i | -7 | i | i | i | i | i | i | i
Cn1cc(CN2CCCC(C(=O)Nc3cccc(-c4cc5ccccc5[nH]4)c3)C2)cn1 (configuration not stated) | i | i | i | -16 | i | i | i | i | i | i | i
O=c1c2c([nH]c3ccccc13)C(=C1CCCC1)CC2 | i | i | i | -6 | i | i | i | i | i | i | i
CCOc1ccc(C(=O)OCC(=O)N2CCCC2)cc1 | i | i | i | -13 | i | i | i | i | i | i | i
OCCN1CCOCCOc2ccccc2OCCOCC1 | i | i | i | -5 | i | i | i | i | i | i | i
O=C(Cc1ncc(C(F)(F)F)cc1Cl)Nc1cccc(Br)c1 | i | i | i | -16 | i | i | i | i | i | i | i
CNc1nc(C)c(C(=O)OCc2ccccc2)s1 | i | i | i | -10 | i | i | i | i | i | i | i
CC(=O)OC(C(=O)NCCN1CCOCC1)c1c(F)cccc1F (configuration not stated) | i | i | i | -8 | i | i | i | i | i | i | i
O=C(CS(=O)(=O)Cc1ccccc1)N1CCN(c2cccc(C(F)(F)F)c2)CC1 | i | i | i | -13 | i | i | i | i | i | i | i
CCc1ccc(NC(=O)C(=O)NCC(O)c2ccccc2)cc1 (configuration not stated) | i | i | i | -4 | i | i | i | i | i | i | i
CC(=O)c1ccc(OCc2cc(C(=O)NCC3CCCCO3)no2)cc1 (configuration not stated) | i | i | i | -6 | i | i | i | i | i | i | i
Cc1ccc(OC(F)F)c(NC(=O)Nc2cccc(C(F)(F)F)c2)c1 | i | i | i | -8 | i | i | i | i | i | i | i
Cc1cc(NC(=O)c2c(Br)c(C)nn2C)no1 | i | i | i | -4 | i | i | i | i | i | i | i
COc1ccc(C/C(N)=N/OC(=O)c2cccc([N+](=O)[O-])c2)cc1 | i | i | i | -7 | i | i | i | i | i | i | i
CC(OC(=O)C1CC(=O)N(Cc2ccccc2)C1)C(=O)Nc1cccc(C#N)c1 (configuration not stated) | i | i | i | -16 | i | i | i | i | i | i | i
NS(=O)(=O)c1ccc(NC(=O)CSc2n[nH]c(=O)n2Cc2ccccc2)cc1 | i | i | i | -3 | i | i | i | i | i | i | i
O=c1[nH]c(Cc2ccccc2)nc2c1oc1ccccc12 | i | i | i | -11 | i | i | i | i | i | i | i
O=C(O)Cn1c(-c2ccccn2)nc2ccccc21 | i | i | i | -5 | i | i | i | i | i | i | i
Nc1ccccc1S(N)(=O)=O | · | i | · | · | i | · | · | i | i | i | ·
COc1cc(CCCN2CCNC[C@@H]2C(C)O)cc(OC)c1OC (some centres not stated) | i | i | i | -5 | i | i | i | i | i | i | i
CCN(CC)CCNC(=O)c1cc2c(s1)-c1ccccc1SC2 | i | i | i | -21 | i | i | i | i | i | i | i
CCOc1ccc(S(=O)(=O)N2CCC(C(=O)NCc3ccccn3)CC2)cc1C | i | i | i | -6 | i | i | i | i | i | i | i
COC(=O)NNC(=O)COc1ccccc1C | i | i | i | -7 | i | i | i | i | i | i | i
O=C(CC12CC3CC(CC(C3)C1)C2)N1CCCOC1 | i | i | i | -23 | i | i | i | i | · | i | i
N/C(Cc1ccccc1)=N\OC(=O)c1cccc2ccccc12 | -11* | i | i | -5 | i | i | i | i | i | i | i
O=C(O)c1cccc(NC(=O)c2cn(-c3ccccc3)nc2-c2cccc(Br)c2)c1 | i | i | i | -25 | i | i | i | i | i | i | i
COc1ccccc1Cn1c(=O)c2ccccc2n2c(Sc3ncnc4sccc34)nnc12 | i | i | i | -12 | i | i | i | i | i | i | i
O=C(O)CCCCCCCCCCP(=O)(c1ccccc1)c1ccccc1 | i | i | i | -10 | i | i | i | i | i | i | i

4 entries picked at random from those above, as already listed:
SMILES | KCNK9 block | MrgX1 agonist | KCNQ1 inh | hERG protect | MrgX1 PAM | KCNQ1 pot | RGS4 act | ANO1 block | ANO1 activ | KCNK3 inh | RGS4 inh
O=C(O)CCCCCCCCCCP(=O)(c1ccccc1)c1ccccc1 | i | i | i | -10 | i | i | i | i | i | i | i
O=c1[nH]c(Cc2ccccc2)nc2c1oc1ccccc12 | i | i | i | -11 | i | i | i | i | i | i | i
Nc1ccccc1S(N)(=O)=O | · | i | · | · | i | · | · | i | i | i | ·
CCOc1ccc(S(=O)(=O)N2CCC(C(=O)NCc3ccccn3)CC2)cc1C | i | i | i | -6 | i | i | i | i | i | i | i

Given field by field: entries from further up
O=C(O)CCCCCCCCCCP(=O)(c1ccccc1)c1ccccc1
  KCNK9 block: i	MrgX1 agonist: i	KCNQ1 inh: i	hERG protect: -10	MrgX1 PAM: i	KCNQ1 pot: i	RGS4 act: i	ANO1 block: i	ANO1 activ: i	KCNK3 inh: i	RGS4 inh: i

COc1ccccc1Cn1c(=O)c2ccccc2n2c(Sc3ncnc4sccc34)nnc12
  KCNK9 block: i	MrgX1 agonist: i	KCNQ1 inh: i	hERG protect: -12	MrgX1 PAM: i	KCNQ1 pot: i	RGS4 act: i	ANO1 block: i	ANO1 activ: i	KCNK3 inh: i	RGS4 inh: i
